TRPV1 ag: HTS Assay for Compounds that Act as Agonists of the Vanilloid Receptor 1 | Transient receptor potential cation channel subfamily V member 1 (Homo sapiens), Q8NER1 | TRPV1-expressing cells, Fluo-8 calcium influx, agonist mode | activation, % at 8.33 µM | hit rate 0.19% among 320,000 | AID 540275, 2011; in the data active = activation above about 80%; inconclusive = between about 30% and that limit; also: 0% is about no effect
Target sequence (Q8NER1 whole entry, looked up): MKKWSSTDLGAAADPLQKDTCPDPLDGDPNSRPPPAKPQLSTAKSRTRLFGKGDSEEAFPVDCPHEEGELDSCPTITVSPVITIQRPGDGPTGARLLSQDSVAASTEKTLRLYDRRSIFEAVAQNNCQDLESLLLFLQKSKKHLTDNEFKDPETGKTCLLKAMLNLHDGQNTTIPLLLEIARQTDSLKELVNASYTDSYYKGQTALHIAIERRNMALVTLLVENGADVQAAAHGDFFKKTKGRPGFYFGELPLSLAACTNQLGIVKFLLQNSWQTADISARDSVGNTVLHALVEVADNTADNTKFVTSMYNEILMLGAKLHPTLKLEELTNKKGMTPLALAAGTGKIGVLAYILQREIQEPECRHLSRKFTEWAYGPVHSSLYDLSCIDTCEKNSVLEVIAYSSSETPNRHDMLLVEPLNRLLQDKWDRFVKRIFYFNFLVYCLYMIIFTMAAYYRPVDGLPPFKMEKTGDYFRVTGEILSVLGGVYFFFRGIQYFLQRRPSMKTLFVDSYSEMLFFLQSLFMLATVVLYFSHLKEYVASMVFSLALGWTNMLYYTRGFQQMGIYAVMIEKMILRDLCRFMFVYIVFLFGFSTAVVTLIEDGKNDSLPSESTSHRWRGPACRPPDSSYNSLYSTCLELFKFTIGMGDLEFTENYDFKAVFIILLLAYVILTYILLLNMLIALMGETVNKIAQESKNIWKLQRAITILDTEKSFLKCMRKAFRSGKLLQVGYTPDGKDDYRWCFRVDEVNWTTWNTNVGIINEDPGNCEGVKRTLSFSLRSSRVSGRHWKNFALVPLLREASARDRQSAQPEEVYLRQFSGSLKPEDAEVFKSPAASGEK
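Cells expressing TRPV1 were dye-loaded with Fluo-8 and read kinetically: 10 s baseline, 3 min after compound (agonist portion), then 2 min after EC20 capsaicin (allosteric enhancer portion). Calcium-bound dye fluorescence at 480/520 nm.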
GALK inh: qHTS Assay for Inhibitors of Human Galactokinase (GALK); Purified GALK, Kinase-Glo residual ATP luminescence; P51570; hit rate 0.007% among 270,000; Potency, µM (titrated, usually from 57.5 µM), without a hit: at the top dose activity change, negative = inhibition, hits mostly inhibitors; also: potency is read from the fitted curve at half-maximal effect; % is scaled to controls: 0 for no effect and ±100 for the full control effect
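Compounds were pin-transferred into ATP buffer (35 uM final), then GALK plus galactose (5 nM, 100 uM final) was added. After 1 h at room temperature, Kinase-Glo Plus was added and luminescence read after 10 min.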
a7 integrin act: qHTS for Activators of Integrin-Mediated Alleviation for Muscular Dystrophy. hit rate 0.064% among 350,000. alpha7betagal myoblasts, beta-gal FDG fluorescence, 48 h. Potency, µM (doses to about 38.3 µM), for the others: at the top dose activation, most hits filed as activators;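 also: potency is read from the fitted curve at half-maximal effect; 100% = response of the positive control SU9516; nearly all actives have a fitted effect of over 60% in size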
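alpha7betagal+/- myoblasts (passage 13, 250/well) treated 48 h at 37C with compounds at 1:260 dilution of DMSO stock. Lysed, then beta-galactosidase activity read as FDG fluorescence (ex 480/em 540) after 30 min, with pre-read for autofluorescence.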
KCNH2 WT inh: qHTS for Inhibitors of KCHN2 3.1: Wildtype qHTS. AID 720551, 2013. Voltage-gated inwardly rectifying potassium channel KCNH2 (Homo sapiens), Q12809. U2OS, BacMam KCNH2, thallium flux FluxOr; hits give low values. activity change, % at 1.84 µM. hit rate 0.37% among 340,000;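 active = maximum activity change below -70%; inconclusive = maximum activity change between -70% and -50%; inactive = maximum activity change above -50%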; also: % is scaled to controls: 0 for no effect and ±100 for the full control effect
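U2OS cells transduced with wild-type KCNH2 virus are loaded with FluxOr dye for 45 min, and thallium flux is measured in kinetic reads before and after stimulation buffer. Rate constants are normalized to DMSO controls.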
A-T KAP1 phos: qHTS Assay for Identifying a Potential Treatment of Ataxia-Telangiectasia; […] A-T fibroblasts, KAP-1 phosphorylation AlphaLISA; neocarzinostatin DNA damage 30 min before lysis; Potency, µM (doses to about 57.5 µM), for inactives: top-dose activation, actives largely listed as activators; hit rate 0.19% among 320,000; also: potency is read from the fitted curve at half-maximal effect; % of control where 0% means no effect; nearly all actives have a fitted effect of over 45% in size
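hTERT-immortalized A-T patient fibroblasts ([…]), 500 cells/well in OPTI-MEM, 1% FBS, got compounds for 60 min, then NCS for 30 min at 37C. Lysates were then assayed for phospho-KAP-1 by AlphaLISA (anti-pKAP1 donor, anti-KAP1 acceptor beads), 6 hr at 25C.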
KCNH2 3.1 inh: qHTS for Inhibitors of KCHN2 3.1: Mutant qHTS; hit rate 0.95% among 340,000; Potassium voltage-gated channel subfamily H member 2, brain isoform KCNH2 3.1 (human); activity change, % (tested at about 1.8 µM); U2OS KCNH2 3.1, thallium flux FluxOr; hits give low values;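 active = maximum activity change below -70%; inconclusive = maximum activity change from -70% to -50%; inactive = maximum activity change above -50%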;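 also: thallium influx rate constant from kinetic fluorescence after stimulation buffer; % is scaled to controls: 0 for no effect and ±100 for the full control effect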
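Measured as rate of thallium-driven FluxOr signal in transduced U2OS cells carrying the 3.1 channel, read kinetically for 2 min upon stimulation; values are rate constants scaled to DMSO control wells.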
MLL CXXC-DNA inh: qHTS Fluorescence Polarization Assay for Inhibitors of MLL CXXC domain - DNA interaction; Histone-lysine N-methyltransferase 2A (Homo sapiens), Q03164; hit rate 0.037% among 290,000; Potency, µM (series often up to 115 µM), inactives show at the highest dose activity change, negative = inhibition, hits mostly inhibitors; MLL-CXXC / FITC-HOXA9 DNA fluorescence polarization; active = well fitted inhibition curve with a large enough effect in the polarisation, with a control signal flat, not every such curve was filed as active; inconclusive = small, poorly fitted or top-dose-only effect, or effect the other way, or a change in a side signal; inactive = no such curve, though single readings can be large or run the other way; the % refers to the polarisation; also: potency is read from the fitted curve at half-maximal effect
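Fluorescence polarization: 7 uM MLL-CXXC (stock) preincubated 5 min with compounds, then 50 nM fluorescein-HOX-A9 DNA (stock) added; 30 min ambient. Buffer 50 mM Tris-HCl pH 7.5, 50 mM NaCl, 1 mM DTT, 0.05% BSA.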
Coupling enz: qHTS Assay for Inhibitors of Fructose-1,6-bisphosphate Aldolase from Giardia Lamblia: Coupling assay counterscreen | activity change, negative = inhibition, % at 58.2 µM, hits read low | hit rate 0.67% among 290,000 | coupling enzyme system counterscreen, AmpLite Red fluorescence; in the data active = activity change below about -30%; also: % is scaled to controls: 0 for no effect and ±100 for the full control effect
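Counterscreen lacking aldolase: glyceraldehyde-3-phosphate coupling-enzyme reagent preincubated 10 min at RT with compound (at 57.5 uM final), then substrate/coupling system with AmpLite Red added; fluorescence read at 525/598 nm after 20 min RT.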
MBNL1-CUG inh: qHTS Assay for Inhibitors of MBNL1-poly(CUG) RNA binding | hit rate 0.036% among 280,000 | AID 2675, 2010 | TR-FRET MBNL1-His/biotin-(CUG)12 binding, 665/545 ratio | Potency, µM (highest dose often 57.5 µM), inactives show top-dose activity change, negative = inhibition, hits mostly inhibitors | Muscleblind-like protein 1 (Homo sapiens), Q9NR56; active = well fitted inhibition curve with a large enough effect in the signal ratio, with a control signal flat, not every such curve was filed as active; inconclusive = small, poorly fitted or top-dose-only effect, or effect the other way, or a change in a side signal; inactive = no such curve, though single readings can be large or run the other way; the % refers to the signal ratio; also: potency is read from the fitted curve at half-maximal effect; % is scaled to controls: 0 for no effect and ±100 for the full control effect
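TR-FRET readout: Ex 340 nm, 665/545 nm emission ratio, normalized to buffer-only (basal) and MBNL1-(CUG)12 controls. Complex of MBNL1-His with Biotin-(CUG)12, compounds 92 nM–58 uM, incubated 60 min at room temperature.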
ASM inhibitor: Inhibitors of Secretory Acid Sphingomyelinase (S-ASM): qHTS. AID 504937, 2011. Potency, µM (highest dose often 57.5 µM), without a hit: at the highest dose activity change, negative = inhibition, hits mostly inhibitors. Sphingomyelin phosphodiesterase (Homo sapiens), P17405. placental ASM, HMU-PC fluorogenic substrate, 60 min. hit rate 0.006% among 340,000; also: potency is read from the fitted curve at half-maximal effect
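Fluorescence read-out (Ex 386 nm, Em 447 nm) after stopping the reaction at pH 10. Enzyme: ASM from human placenta; substrate HMU-PC0, 9 uM final; 60 min, 37 °C. Compound preincubation 10 min, ambient temperature.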
Starred values were filed as active, the others as inactive; ? = inconclusive; / = not tested or not shown; [ ] = remark or other dose. Unless noted, calls follow the shape of the dose curve; as a rule, active = well fitted curve in the direction sought with a large enough effect; inconclusive = small, poorly fitted or top-dose-only effect, or another doubt; inactive = no such curve, though single readings can be large; an effect the other way counts as inactive or inconclusive.

SMILES	TRPV1 ag	GALK inh	a7 integrin act	KCNH2 WT inh	A-T KAP1 phos	KCNH2 3.1 inh	MLL CXXC-DNA inh	Coupling enz	MBNL1-CUG inh	ASM inhibitor
CS(=O)(=O)c1ccc2nc(NC(=O)C3C4C=CC(C4)C3C(=O)O)sc2c1 (stereo not given)	1	0%	7%	-8	-2%	7	1%	2	3%	0%
Cc1cc(C(=O)N/N=C/c2ccc(N3CCOCC3)cc2)c(C)o1	2	-1%	-29%	-4	-8%	11	23%	1	?	120%[activator]
Fc1ccc(C2=CC(c3cccs3)n3nnnc3N2)cc1 (stereo not given)	0	/	0%	2	-5%	-5	9%	5	4%	1%
CC(C)COC(=O)Nc1nnc(Cc2ccccc2)s1	?	0%	1%	-3	2%	9	-6%	-2	?	-1%
O=C(c1ccco1)N1CCN(c2ccccc2F)CC1	-1	-3%	0%	7	-2%	5	-3%	-3	0%	-1%
Cc1onc(-c2c(Cl)cccc2Cl)c1C(=O)O/N=C(\C#N)c1ccccc1	-1	2%	21%	0	1%	-22	8%	2	11%	3%
Cc1ccc2[nH]cc(C(=O)CN3CCN(c4ccccn4)CC3)c2c1	/	1%	16%	14	7%	-5	2%	0	5%	2%
O=C(COC(=O)c1ccc2c(c1)OCCO2)NC1CCCCC1	9	/	8%	-23	13%	-3	/	/	/	2%
Cc1ccc(CCNC(=O)c2sc3nc4n(c(=O)c3c2C)CCC4)cc1	-2	8%	-20%	-5	9%	-1	2%	-1	3%	-5%
COc1cc(/C=C(/C#N)C(=O)Nc2ccc(Cl)cc2)ccc1Oc1nc(Cl)ncc1F	10	-3%	3%	-15	27%	3	-22%	-9	-4%	0%
CC(C1CCN(Cc2cn(C)nc2-c2cccc(Cl)c2)CC1)N1CCOCC1 (stereo not given)	-6	0%	-48%[inhibitor]	6	2%	5	1%	4	-4%	8%
C[C@H]1CN=C(N(C)C)N1CCc1cccc(F)c1	2	/	-6%	7	26%	12	/	/	/	-1%
COC(=O)c1c(NC(=O)c2ccc(S(=O)(=O)N3CCOCC3)cc2)sc2c1CCN(C(C)C)C2	1	6%	-32%	-10	0%	7	14%	/	?	2%
CCCCCn1ccc(=O)c2c(C(F)(F)F)nccc21	-1	0%	-33%	1	-1%	2	4%	0	0%	4%
Cc1ccc(Cl)cc1N1CCN(CC(=O)Nc2ccc(CN3CCCCC3)cc2)CC1	9	-2%	-64%[inhibitor]	-5	-1%	-49	0%	0	-10%	2%
CC(C)NCCCCOc1cccc(Br)c1	3	-4%	-9%	10	10%	-7	3%	1	/	0%
CC(=O)OCCC(NS(=O)(=O)OCC(Cl)(Cl)Cl)c1ccccc1 (stereo not given)	4	/	24%	-10	3%	5	3%	-1	-9%	-10%
Nc1ccc(CNc2ncn[nH]2)cc1	4	1%	10%	-18	-9%	0	-9%	2	-2%	1%
O=C(NC1CCCCC1)C(c1ccco1)N(Cc1cccs1)C(=O)Cn1nnc2ccccc21 (stereo not given)	3	0%	-7%	8	-6%	-10	3%	1	-11%	0%
O=C(COC(=O)CNS(=O)(=O)c1ccc(Br)cc1Cl)NC1CCCC1	1	/	28%	-9	-2%	6	/	/	/	6%
Cc1c(C)n(Cc2ccccc2)c2ncnc(NCCN(C)C)c12	2	-1%	-33%	19	-3%	-8	14%	2	-7%	-2%
COCCOC(=O)c1c(C)n(C)c2ccc(OC(=O)C3CC3)cc12	2	11%	17%	-3	12%	-11	5%	0	-2%	-1%
C=CCn1c(=O)c2ccccc2n2c(SCC(=O)N3CCCc4ccccc43)nnc12	-3	6%	6%	-1	5%	8	-2%	4	6%	2%
COc1ccc(CN2CCN(S(=O)(=O)c3ccccc3)CC2)c(OC)c1OC	/	/	-12%	-1	/	6	/	/	/	-4%
COc1ccc(Nc2ccc(C(N)=O)cc2[N+](=O)[O-])cc1	3	5%	-10%	-9	1%	0	8%	0	?	-11%
CCCN1C(=O)c2ccc(C(=O)Nc3cc(C)ccc3O)cc2C1=O	-36	2%	7%	16	4%	0	-5%	2	20%	-1%
COC(=O)C1=C(C)N(CCc2ccccc2)C(=O)/C1=C\c1ccco1	20	1%	-12%	12	4%	-3	2%	0	/	-16%
CCc1ccccc1N(CC(=O)N/N=C/c1ccc(OC(=O)OC)c(OC)c1)S(C)(=O)=O	0	-3%	-2%	-2	1%	-4	5%	-3	8%	6%
Fc1ccccc1-c1nc2c(s1)CCc1onc(-c3ccc(Br)cc3)c1-2	/	/	0%	-9	/	-12	/	/	/	-1%
O=C(CCS(=O)(=O)c1ccccc1)N(CCCN1CCOCC1)c1nc2ccccc2s1	2	/	-15%	0	26%	4	/	/	/	/
O=C(O)C1CCN(C(=O)COc2ccc3c(c2)oc(=O)c2ccccc23)CC1	1	/	4%	15	2%	3	-11%	-1	4%	6%
CC(C)C(=O)N1CCN(c2ccccc2NC(=O)c2ccco2)CC1	19	6%	-563%[inhibitor]	2	-3%	12	5%	2	-5%	-4%
COC(=O)CCC/C=C1/SCC(NC(=O)c2ccccc2)C1O (stereo not given)	0	-1%	12%	-23	/	4	-6%	-3	0%	1%
COn1c(=O)c(=O)n(OC)c2ccccc21	-7	-1%	21%	-10	7%	-1	1%	0	0%	7%
Cn1cccc1/C=C1\CCC/C(=C\c2cccn2C)C1=O	?	-2%	-29%	-8	-2%	0	?	-5	?	?
COc1ccccc1/C=C/C(=O)NCC(=O)N/N=C/c1ccc(C(=O)O)cc1	1	-1%	?	-2	1%	-16	26%	4	?	0%
Cc1cccc(NC(=O)C2CC3CCC2C3)c1C (stereo not given)	/	/	-20%	-7	/	0	/	/	/	1%
O=C(CN1CCCCC1)N1CCCc2ccccc21	-2	3%	-3%	4	2%	-10	13%	0	1%	-1%
Cc1ccc2oc(=O)c(/C=C(\O)CC(C)C)nc2c1	6	0%	-30%[inhibitor]	-22	1%	3	-3%	4	-6%	-7%
COc1ccccc1NC(=O)N1CCCC1C(=O)Nc1ccc2c(c1)OCCO2 (stereo not given)	1	-1%	-2%	-8	-3%	0	1%	4	-9%	5%
O=[N+]([O-])c1ccc2cc[nH]c2c1	/	/	24%	1	/	7	/	/	/	0%
CC1(C)CC(=O)C=C(NC2CCCCC2)C1	-1	/	0%	-4	9%	26	/	/	/	2%
COCc1nnc(NS(=O)(=O)c2c(C)cc(C)cc2C)s1	2	-2%	-16%	-7	6%	1	-10%	-8	-3%	-2%
CCOC(=O)N1CCN(C(=O)CN(C)S(=O)(=O)c2ccc(OC)c(OC)c2)CC1	0	2%	-5%	-1	/	0	-12%	1	3%	3%
O=C1NC2(c3ccccc3)NC(=O)NC2(c2ccccc2)N1 (stereo not given)	/	/	2%	3	/	-4	/	/	/	-1%
CC(C)c1ccc(S(=O)(=O)N2CCN(C(=O)C3CC3C)CC2)cc1 (stereo not given)	17	/	-16%	2	1%	9	/	/	/	0%
Cc1cc(C(=O)COc2ccc(C#N)cc2)c(C)n1-c1ccc2c(c1)OCO2	?	-4%	-23%	-7	4%	-2	3%	-5	/	-2%
COc1ccc(NC(=O)CN2C(=O)C(C)SC(C)C2=O)c(OC)c1 (stereo not given)	2	-2%	7%	1	-3%	-3	16%	0	-15%	4%
CCOC(=O)C1=CN(Cc2cccc(F)c2)S(=O)(=O)N(CC)C1c1ccc(Br)cc1F (stereo not given)	/	/	43%	0	9%[11.5 µM]	26	/	/	/	3%
Cc1ccc(NC(=O)CN(C)S(=O)(=O)c2ccc(Cl)s2)c(O)c1	19	/	?	4	-4%	-1	/	/	/	-6%
Cc1ccc(N2C(=O)CC(Sc3nc(-c4ccccc4)c4cc(Cl)ccc4n3)C2=O)c(C)c1 (stereo not given)	3	0%	21%	18	0%	-1	-6%	7	-15%	266%[activator]
NC(=O)C1CCCN(S(=O)(=O)c2ccc(Br)cc2)C1 (stereo not given)	5	-3%	-4%	3	/	-5	-8%	1	-12%	2%
O=C(CN1C(=O)NC2(CCCC2)C1=O)N1CCCSC1=Nc1ccccc1	3	/	0%	1	1%	-6	/	/	/	/

Screens deposited in PubChem BioAssay by National Center for Advancing Translational Sciences (NCATS).
